High-throughput results as filed in PubChem BioAssay.
Shn3 inh set2: reduces Shn3 3'UTR luciferase signal in osteoblasts; inhibition, % at 12.5 µM; actives 0.52% (n = 360,000); Clone20 osteoblast Shn3 3'UTR firefly luciferase, 24 h; AID 588674;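 active = mean inhibition of at least 75% with every replicate also reaching 75%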;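 also: 0% = median of neutral control wells and 100% = pilot-screen positive control compound; some compounds past the cut are filed as inactive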
TRAIL sens C8: sensitizes caspase-8 expressing cells to TRAIL | NB7+C8 cells + TRAIL, ATPlite viability luminescence | inhibition (viability loss, TRAIL sensitization), % at 10 µM | actives 1% (n = 360,000) | AID 624354;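 active = compounds causing at least 50% loss of cell viability in the single-dose screen, relative to plate controls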
NCOA3 inh: inhibits human SRC3 coactivator | Q9Y6Q9 | HEK293 GAL4-SRC3 luciferase reporter, luminescence | inhibition, % at 3.6 µM | actives 0.17% (n = 360,000);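 active = inhibition above a per-campaign cutoff, the mean of all compounds plus 3 SD, cut at about 60% in these data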;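 also: 0% = DMSO-treated cells and 100% = gossypol-treated cells at 36 µM; higher means less SRC3-driven luciferase light from the GAL4 reporter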
LRH-1 inv ag: inverse agonists of human LRH-1 (NR5A2). HEK293T StAR-luciferase reporter, LRH-1 transfected, 24 h. actives 0.13% (n = 360,000). inhibition, % at 3.6 µM. AID 602396. O00482;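 active = inhibition above the mean inhibition of all tested compounds plus 3 SD, cut at about 73% in these data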;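 also: 0% = DMSO wells and 100% = reporter-only cells lacking LRH-1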
Target sequence (O00482 whole entry, looked up): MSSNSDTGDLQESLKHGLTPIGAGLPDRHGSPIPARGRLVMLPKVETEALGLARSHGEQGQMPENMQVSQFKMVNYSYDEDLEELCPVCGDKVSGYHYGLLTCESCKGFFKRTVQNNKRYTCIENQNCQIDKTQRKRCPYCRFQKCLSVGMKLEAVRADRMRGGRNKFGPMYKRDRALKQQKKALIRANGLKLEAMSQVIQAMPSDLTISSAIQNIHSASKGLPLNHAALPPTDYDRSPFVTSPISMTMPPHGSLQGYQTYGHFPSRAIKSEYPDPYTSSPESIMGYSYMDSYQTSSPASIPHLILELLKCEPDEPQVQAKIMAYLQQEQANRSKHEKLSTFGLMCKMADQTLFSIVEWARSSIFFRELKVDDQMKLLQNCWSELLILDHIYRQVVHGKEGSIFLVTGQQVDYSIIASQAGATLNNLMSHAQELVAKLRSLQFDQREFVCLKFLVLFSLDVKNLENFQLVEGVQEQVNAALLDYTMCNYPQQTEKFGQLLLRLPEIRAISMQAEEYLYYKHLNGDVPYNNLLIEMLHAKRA
EBV LMP1 NFkB: Epstein-Barr LMP1 NF-kappaB reporter inhibition | LMP1-induced NF-kappaB luciferase reporter cells, luminescence | inhibition, % at 12.5 µM | actives 0.69% (n = 350,000) | AID 504558; in the data active = inhibition above about 41%;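 also: 0% = neutral control wells and 100% = reference inhibitor control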
TWEAK Fn14 block: TWEAK-Fn14 signaling inhibition; TWEAK-stimulated Fn14 reporter cells, luciferase luminescence, 8 h; inhibition, % at 10 µM; actives 2% (n = 360,000); in the data active = inhibition above about 50%
SRC1 inh: human NCOA1 inhibition; Q15788; HEK293 GAL4-SRC1 luciferase reporter, luminescence; actives 0.12% (n = 360,000); inhibition, % at 3.6 µM;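 active = inhibition above the campaign mean plus 3 SD, with each screening campaign given its own cutoff, cut at about 60% in these data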;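 also: 0% = DMSO treated cells and 100% = gossypol at 36 µM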
CF NFkB inh: blocks PAF-induced NF-kB reporter in cystic fibrosis cells; KKLEB NF-kB-GFP reporter, GFP fluorescence overnight; inhibition, % at 5 µM; actives 0.86% (n = 360,000); AID 588850;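 active = at least 50% inhibition at 5 µM, scaled per plate between neutral and stimulator controls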;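 also: PAF is a Pseudomonas aeruginosa culture filtrate used as stimulus; plate controls were PAF-stimulated DMSO wells for no effect and unstimulated DMSO wells for full effect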
KKLEB tox: reduces viability of KKLEB cystic fibrosis airway cells. KKLEB CF airway cells viability, ATPlite luminescence, overnight; stronger effect = lower value; cells stimulated with P. aeruginosa culture filtrate. activity change (cytotoxicity), % at 5 µM. actives 0.36% (n = 360,000);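 active = corrected activity change at or below -50% at 5 µM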
NR2F2 inh: NR2F2 (human) inhibition, primary screen; P24468; HEK293T NGFI-A luciferase reporter, luminescence; inhibition, % at 8.6 µM; actives 0.7% (n = 370,000); AID 686940;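 active = inhibition above a per-plate cutoff, mean inhibition of test wells between control levels plus 3 SD, cut at about 38% in these data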;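 also: cells cotransfected with COUP-TFII expression vector driving the NGFI-A reporter; 0% = median of COUP-TF2 test wells and 100% = reporter-only cells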
Target sequence (P24468 whole entry, looked up): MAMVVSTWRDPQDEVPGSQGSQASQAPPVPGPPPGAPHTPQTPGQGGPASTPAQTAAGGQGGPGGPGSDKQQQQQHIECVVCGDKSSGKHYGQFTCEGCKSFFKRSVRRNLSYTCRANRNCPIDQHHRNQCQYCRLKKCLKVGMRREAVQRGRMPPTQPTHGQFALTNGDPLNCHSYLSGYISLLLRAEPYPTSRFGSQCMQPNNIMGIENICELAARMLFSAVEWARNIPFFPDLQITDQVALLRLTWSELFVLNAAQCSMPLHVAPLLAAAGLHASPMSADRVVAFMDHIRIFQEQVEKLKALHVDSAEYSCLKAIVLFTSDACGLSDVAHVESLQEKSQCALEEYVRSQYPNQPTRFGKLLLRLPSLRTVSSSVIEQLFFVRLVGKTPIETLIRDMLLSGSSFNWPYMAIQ
TROY NFkB inh: blocks TROY-dependent signaling in reporter cells; Q293 LMP1-TROYcd NF-kB luciferase reporter, 4 h; inhibition, % at 10 µM; actives 0.98% (n = 360,000); AID 1347056;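 active = compounds whose plate-normalised and pattern-corrected inhibition of the luciferase reporter signal at the single screening dose is 50% or more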
The depositor's hits bear a star; · = no result given.

#	Compound	Shn3 inh set2	TRAIL sens C8	NCOA3 inh	LRH-1 inv ag	EBV LMP1 NFkB	TWEAK Fn14 block
1	CCOC(=O)C1CCCN(C(=O)c2cc(S(=O)(=O)N3CCCCCC3)ccc2OC)C1 (stereo unspecified)	-12	1	-15	-8	-1	-18
2	CCOc1ccc(N(C)S(=O)(=O)c2ccc(C)c(C(=O)Nc3nnc(C4CC4)s3)c2)cc1	14	8	-28	-2	-2	6
3	N#Cc1c(-c2ccccc2)nc(N2CCCCCC2)[nH]c1=O	3	13	11	-9	0	17
4	O=C(CN1CCC(Cc2ccccc2)CC1)NC(=O)NCc1ccccc1	2	-10	10	-2	-4	9
5	O=Nc1ccc(O)c2ncccc12	86*	23	-92	11	17	55*
6	Cc1ccc(-c2noc(CNCCCN(C)C)n2)cc1	5	4	-34	-6	-3	-3
7	COC(=O)c1ccc2c(=O)n(Cc3ccco3)c(SCC(=O)Nc3cc(C)on3)nc2c1	3	-10	10	8	-3	-25
8	COc1cc(Cl)c(C)cc1NC(=O)CN1CCN(C(=O)C2CC2)CC1	20	13	1	4	-9	2
9	Cc1ccc(Oc2ncccc2NC(=O)CC(CC(=O)O)c2ccccc2)c2c1CCC2 (stereo unspecified)	6	-34	4	15	6	5
10	Cc1ccc(CNC(=O)CCC2CCCN(Cc3c(C)nn(C(C)C)c3C)C2)o1 (stereo unspecified)	1	-2	18	0	-16	-8
11	Cc1ccc(C(C)(C)C)cc1S(=O)(=O)NC(=O)c1ccccc1	4	-5	-9	12	-4	7
12	CC1=C(C(=O)OCCOC(C)C)C(c2cccc3ccccc23)NC(=O)N1 (stereo unspecified)	36	3	-6	-5	1	0
13	CC1CCN(S(=O)(=O)c2ccc(NC(=O)[C@@H]3CCCC[C@@H]3C(=O)O)cc2)CC1	-14	-3	4	4	-4	13
14	O=C(Cn1cc2c(n1)CCCCC2)Nc1ccccc1Br	0	-18	2	1	-2	-35
15	COCC(=O)NCCNc1nc2ccc(C)cc2cc1C	-6	7	17	0	0	-20

#	SRC1 inh	CF NFkB inh	KKLEB tox	NR2F2 inh	TROY NFkB inh
1	-38	-7	16	-22	19
2	-1	-18	9	17	19
3	12	-13	15	-34	8
4	-11	-5	5	-7	5
5	-214	72*	-51*	54*	-14
6	-40	-2	-8	-1	-18
7	-26	-9	-16	8	14
8	-28	14	-8	·	1
9	4	-8	7	-1	9
10	2	1	9	-18	-3
11	-5	-4	-1	3	10
12	10	15	4	-13	4
13	5	-4	1	9	-1
14	-29	3	-9	11	-28
15	-5	-2	-5	-21	-22

#	Compound	Shn3 inh set2	TRAIL sens C8	NCOA3 inh	LRH-1 inv ag	EBV LMP1 NFkB	TWEAK Fn14 block
16	Cc1occc1C(=O)N/N=C/C(Br)=C\c1ccccc1	·	5	-68	-142	-18	17
17	CC1=NNC(=O)C1Cc1ccccc1 (stereo unspecified)	-3	4	-3	1	·	-9
18	Cc1cn(CC(=O)NCCc2ccccn2)c(=O)[nH]c1=O	9	14	-18	-5	-1	3
19	CCC(Sc1nc2ccccc2[nH]1)C(=O)Nc1ccc(NC(C)=O)cc1 (stereo unspecified)	4	-1	-11	-10	-4	-5
20	COc1cccc(NC(=O)c2cc3ccccc3cc2OC)c1	-175	5	-87	-103	-41	-12
21	COc1ccc(CCNc2nc(-c3cccc(NC(C)=O)c3)cs2)cc1OC	-12	1	10	0	8	33
22	N#CC(C(=O)NCCc1ccccc1)c1nc2ccccc2nc1N1CCCCC1 (stereo unspecified)	-8	-9	11	1	10	1
23	O=C(OCc1ccccc1)/C(=C/c1cccc2ccccc12)NC(=O)c1ccccc1	2	24	12	17	-5	14
24	COCCNc1nc(Oc2cccc(NC(C)=O)c2)c2sccc2n1	12	1	11	7	·	-14
25	CCCCN(C(=O)c1cccc(S(=O)(=O)N2CC(C)OC(C)C2)c1)c1c(N)n(CC(C)C)c(=O)[nH]c1=O (stereo unspecified)	-8	-8	-3	12	-1	1
26	CC(C)COP(=O)(c1ccc(N(C)C)cc1)C(Nc1ccccc1)c1cccnc1 (stereo unspecified)	6	6	0	10	9	18
27	Cc1ccc(NS(=O)(=O)c2ccc3c(c2)NC(=O)CO3)c(C)c1	13	4	14	10	-3	-1
28	Cc1cc(OCc2nnc(SC(C)C(=O)O)n2-c2ccccc2)ccc1Cl (stereo unspecified)	6	-21	-6	5	8	-4
29	COc1cc(OC)c2c(-c3cccc(-c4ccc(O)cc4)c3)cc(=O)oc2c1	6	8	21	35	8	38
30	CC=CCn1c(SCCCc2ccccc2)nc2c1c(=O)[nH]c(=O)n2C	36	6	7	-10	·	15

#	SRC1 inh	CF NFkB inh	KKLEB tox	NR2F2 inh	TROY NFkB inh
16	-65	-34	5	-60	-50
17	5	12	-2	9	-24
18	-5	14	0	-9	4
19	-36	12	0	-17	-3
20	-81	-2	-4	-49	-28
21	-12	1	-14	-1	22
22	11	1	8	2	-6
23	9	-4	1	-2	8
24	9	4	-15	6	-8
25	4	-17	13	-8	-7
26	-22	6	-2	6	-7
27	-3	9	-4	-11	3
28	14	-17	-8	6	11
29	3	13	-2	4	25
30	3	-34	7	8	20

Part of the list above in a different format:
22) N#CC(C(=O)NCCc1ccccc1)c1nc2ccccc2nc1N1CCCCC1 (stereo unspecified)
23) O=C(OCc1ccccc1)/C(=C/c1cccc2ccccc12)NC(=O)c1ccccc1
24) COCCNc1nc(Oc2cccc(NC(C)=O)c2)c2sccc2n1
25) CCCCN(C(=O)c1cccc(S(=O)(=O)N2CC(C)OC(C)C2)c1)c1c(N)n(CC(C)C)c(=O)[nH]c1=O (stereo unspecified)
26) CC(C)COP(=O)(c1ccc(N(C)C)cc1)C(Nc1ccccc1)c1cccnc1 (stereo unspecified)
27) Cc1ccc(NS(=O)(=O)c2ccc3c(c2)NC(=O)CO3)c(C)c1

Assay by compound	22	23	24	25	26	27
Shn3 inh set2	-8	2	12	-8	6	13
TRAIL sens C8	-9	24	1	-8	6	4
NCOA3 inh	11	12	11	-3	0	14
LRH-1 inv ag	1	17	7	12	10	10
EBV LMP1 NFkB	10	-5	·	-1	9	-3
TWEAK Fn14 block	1	14	-14	1	18	-1
SRC1 inh	11	9	9	4	-22	-3
CF NFkB inh	1	-4	4	-17	6	9
KKLEB tox	8	1	-15	13	-2	-4
NR2F2 inh	2	-2	6	-8	6	-11
TROY NFkB inh	-6	8	-8	-7	-7	3

The listing continues.
#	Compound	Shn3 inh set2	TRAIL sens C8	NCOA3 inh	LRH-1 inv ag	EBV LMP1 NFkB	TWEAK Fn14 block
31	C[C@H](CO)N1C[C@H](C)[C@H](CN(C)C(=O)c2ccncc2)OCc2ccccc2-c2c(n(C)c3ccccc23)C1=O	-9	-9	17	14	3	2
32	O=[N+]([O-])c1ccc(/C=N/Nc2nc(N3CCCCC3)nc(N3CCCCC3)n2)o1	-16	-1	4	-13	-5	-3
33	NC(=O)c1oc2ccccc2c1NC(=O)c1nc2ccccc2s1	·	-6	-38	-52	-31	-1
34	Cc1nc2sc(C)c(C)c2c(=O)o1	-11	3	-26	9	-5	-7
35	C/C(=C\C1CCCCC1)C(NC(=O)c1ccc(C(F)(F)F)cc1)c1ccc(-c2ccccc2)cc1 (stereo unspecified)	-5	25	25	6	-13	8
36	CCCS(=O)(=O)NC(=O)C1(C)CCCN(C(=O)c2ccc3ccccc3n2)C1 (stereo unspecified)	3	-10	7	11	·	10
37	O=C(COC(=O)CC1CCCC1)Nc1ccc(Br)cc1F	-3	-33	10	29	-6	-1
38	COc1ccc(/C=C/C(=O)OCC(=O)NC2CCCC(C)C2C)cc1S(=O)(=O)N1CCOCC1 (stereo unspecified)	34	6	5	9	-2	-3
39	CCOc1ccccc1N1CN(CC)CNC1=S	-11	4	3	4	-3	12
40	O=C1OCCC1Sc1nnc(-c2ccco2)o1 (stereo unspecified)	·	9	13	1	-5	3
41	Cc1ccc(NC(=O)c2cc(-n3cnnc3)ccc2Cl)c(C)c1	-11	19	2	0	-4	6
42	CCCS/C(N)=N/N=C/c1ccccc1O	-49	26	-75	-67	-21	-1
43	COc1ccc(NC(=O)C(NC(=O)c2ccc(=O)[nH]c2)c2ccccc2)cc1 (stereo unspecified)	-12	2	4	-1	12	-2
44	CN1CCN(C(=O)C2CCCN(S(=O)(=O)c3ccc(Cl)cc3)C2)CC1 (stereo unspecified)	4	-1	17	4	-2	-3
45	CCOC(=O)C1CCN(c2nc3ccccc3nc2C(C#N)C(=O)OCCOC)CC1 (stereo unspecified)	-2	14	-5	3	2	25
46	O=C1C=C(O)CC(c2cccs2)C1 (stereo unspecified)	-19	-3	4	14	0	18

#	SRC1 inh	CF NFkB inh	KKLEB tox	NR2F2 inh	TROY NFkB inh
31	1	6	-5	8	-18
32	-13	-26	12	29	-9
33	-62	-11	11	-12	-47
34	-17	4	5	-4	3
35	8	-3	-14	-2	-1
36	12	-19	6	-17	8
37	6	3	-4	4	-3
38	11	3	-14	-7	-12
39	1	13	10	16	4
40	-16	-2	7	-1	-11
41	9	-1	0	-7	13
42	-66	-13	2	-29	-62
43	-41	-13	-9	10	-25
44	7	5	-16	-5	-40
45	-5	2	1	0	-25
46	6	-6	-6	-8	-11

Some of the compounds tested. The share of hits here may be higher or lower than overall.
